NPYLR7 agonist – activates Aedes aegypti NPYLR7 receptor; HEK293T NPYLR7/Galpha15, GCaMP6s calcium fluorescence; activation, % at 10 µM; 270,000 tested, 0.15% active; in the data active = activation above about 40%;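 also: 0% = vehicle and 100% = reference agonist at the receptor; some compounds past the cut are filed as inactive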
hcGAS inh – inhibitors of human cGAS; 290,000 tested, 0.081% active; Q8N884; recombinant h-cGAS, ATP depletion, Kinase-Glo luminescence; AID 1259398; inhibition, % at 12.5 µM;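 also: 0% = vehicle reaction and 100% = reaction without DNA for no activity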
Target sequence (Q8N884 whole entry, looked up): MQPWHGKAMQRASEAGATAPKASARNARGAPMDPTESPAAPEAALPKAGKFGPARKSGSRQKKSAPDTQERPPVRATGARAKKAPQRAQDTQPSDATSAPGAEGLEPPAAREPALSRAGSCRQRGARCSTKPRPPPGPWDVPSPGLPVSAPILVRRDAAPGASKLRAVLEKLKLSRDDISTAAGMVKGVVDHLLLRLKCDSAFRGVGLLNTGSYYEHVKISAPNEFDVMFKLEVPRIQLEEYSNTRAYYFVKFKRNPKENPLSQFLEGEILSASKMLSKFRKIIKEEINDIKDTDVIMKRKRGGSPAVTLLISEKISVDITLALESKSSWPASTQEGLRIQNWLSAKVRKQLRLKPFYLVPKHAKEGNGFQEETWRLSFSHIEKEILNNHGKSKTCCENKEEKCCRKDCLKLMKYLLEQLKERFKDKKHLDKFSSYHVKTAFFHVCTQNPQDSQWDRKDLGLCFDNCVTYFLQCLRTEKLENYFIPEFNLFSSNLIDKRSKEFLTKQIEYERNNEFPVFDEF
mcGAS lum – mouse cGAS inhibition by luminescence; Q8C6L5; recombinant cGAS, Kinase-Glo ATP depletion luminescence; inhibition, % at 12.5 µM; 160,000 tested, 0.15% active;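 also: 0% = negative control wells and 100% = reference inhibitor with no enzyme activity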
Starred values were filed as active, the others as inactive; . = not tested or not shown; & = joins results of further samples. Rule as the data show it, unless noted: active = inhibition above about 40%; inactive = the rest.

Each structure is followed by: NPYLR7 agonist	hcGAS inh	mcGAS lum
- C1CN(c2nc(N3CCOCC3)nc(N3CCOCC3)n2)CCO1
  -2	-8	-5
- CC(NC(=O)Cc1cccs1)c1nc(C(C)(C)C)cs1 (stereo unspecified)
  3	-4	.
- CC(C)(C)c1cc(N2CCOCC2)nc(SCc2ccc(C(=O)N3CCCC3)o2)n1
  9	-10	-4
- CCCCCCCSc1nc(N)cc(=O)[nH]1
  6	1	.
- Cc1cnn(CCC(=O)NNC(=S)Nc2ccccc2)c1
  -1	-2	.
- COc1ccc(S(=O)(=O)Nc2nc(C(=O)Nc3ccccc3OC)cs2)cc1
  -9	0	.
- CCOC(=O)Nc1cc(C(F)(F)F)ccc1C(F)(F)F
  5	-5	.
- Oc1c(C(c2ccccn2)N2CCCC2)cc(Cl)c2cccnc12 (stereo unspecified)
  3	-5	.
- CC(C)/C=C/C(=O)N1CCCC(N2CCN(c3cccc(C(F)(F)F)c3)CC2)C1 (stereo unspecified)
  16	-6	.
- O=C(c1ccc(OC2CCN(CCc3ccccc3)CC2)cc1)N1CCSCC1
  6	-2	-2
- Clc1ccc2noc(-c3ccccc3)c2c1
  3	-3	-5
- NC1CC(c2nnc(CNCc3cc(C4CC4)on3)n2C2CC2)C1 (stereo unspecified)
  .	-11	-5
- Cc1cc(=O)n2nc(N3CCCC(C(=O)NC4CCC(C)CC4)C3)sc2n1 (stereo unspecified)
  1	-9	-4
- Cc1nn(-c2ccccc2)c(Cl)c1C1C2=C(CC(C)(C)CC2=O)OC(=N)C1C#N (stereo unspecified)
  4	-5	-5
- Cc1ccccc1NC(=O)CC(=O)NC(CC(C)C)c1ncnn1C (stereo unspecified)
  0	-2	-19
- CC(C)Cc1nc(-c2ccc(CN3CCN(C(=O)C4CCCO4)CC3)cc2)no1 (stereo unspecified)
  4	-7	-8
- CCCS(=O)(=O)N1CCC(n2cc(Cc3ccccc3)nn2)CC1
  -1	-4	-11
- O=C(c1cc(-c2cccs2)nn1-c1ccc(Cl)cc1)N1CCC(Cc2ccccc2)CC1
  -4	-6	-6
- COCC(=O)Nc1ccc(-c2c(C)cccc2C)cc1
  6	-5	.
- CC(Oc1ccc(F)cc1)C(=O)NNS(=O)(=O)c1ccc(Cl)s1 (stereo unspecified)
  8	-1	-5
- O=C1NC2(CCN(Cc3cccc(Cl)c3)CC2)Nc2cccc(F)c21
  7	-1	1
- Cc1ccccc1CCC1CCCN(C(=O)c2ccc3nnnn3c2)C1 (stereo unspecified)
  -10	0	-2
- CCOc1ccc2ccccc2c1C(=O)NC(c1ccc(S(C)(=O)=O)cc1)c1cccc(N(C)C)c1 (stereo unspecified)
  -3	-5	-6
- Cc1cc(C)cc(N(C)S(=O)(=O)c2ccc(C(=O)O)cc2F)c1
  4&-22	-7&3	.
- CC(NC(=O)C1Cc2ccccc2O1)c1ccc(Cl)s1 (stereo unspecified)
  2	-18	.
- COc1cccc(CN(Cc2cccc(C(F)(F)F)c2)Cc2nc(C(=O)NC3CC3)co2)c1
  22	-3	-4
- CCOc1ccc(-c2ccc(=O)n(Cc3ccccc3)n2)cc1
  12	-10	.
- CN1CCCCC1CCNC(=O)c1ccc(NCc2ccc3c(c2)OCO3)nc1 (stereo unspecified)
  4	-9	.
- Cc1cc(C)c(C(=O)CCCC(=O)Nc2ccc(CC(N)=O)cc2)c(C)c1
  2	-7	-6
- Cc1oc(C2CCC2)nc1C(=O)NCCN1CCC(N2CCCCC2)CC1
  .	-8	-6
- CC(C)c1ccccc1NC(=O)c1ccc(CSc2ccc3ccccc3n2)cc1
  0	-7	-4
- CC(C)Cn1nnnc1SCc1cc(Cl)c2c(c1)OCCCO2
  2	-5	.
- COc1ccccc1N=C1SC(C(=O)Nc2ccccc2OC)CC(=O)N1C (stereo unspecified)
  -1	0	-3
- CCC1(C)NC(=O)N(NC(=O)COC(=O)/C=C/c2c(C)nn(Cc3ccc(C)cc3)c2C)C1=O (stereo unspecified)
  6	1	.
- COc1ccc(-c2csc(=Nc3cc(OC)cc(OC)c3)n2CCc2cccc(C(F)(F)F)c2)cc1
  -10	-5	.
- CCOC(=O)C1(Cc2ccccc2C)CCCN(C(=O)c2scc3c2OCCO3)C1 (stereo unspecified)
  -5&-12	0&-6	-6
- CCc1nc2ccc(C(=O)N(C)CCCN(C)C)cn2c1N(C)Cc1ccc(Cl)cc1
  -6	-10	-5
- O=[N+]([O-])c1ccc(CSc2nc3ccccc3[nH]2)cc1
  6&0	-1&-1	-5
- C=CCn1c(=O)c2c(nc3n(CC(C)C)c(C)cn23)n(C)c1=O
  0	-5	.
- CC(C)(C)Cc1noc2nc(C3CC3)cc(C(=O)NC3=NCCS3)c12
  0	-7	-16
- Cc1nn(-c2ccccc2)c(C)c1CNS(=O)(=O)c1cccc2nsnc12
  -4	-12	.
- Cc1ccc(NCc2cn3cc(Br)ccc3n2)c(F)c1
  -14	0	-2
- CN(C)C1(CNCc2c(Cl)nc(Cl)n2C)CCCC1
  9&3	-10&-6	.
- CCN(CC)C(=O)[C@@H]1C[C@@H](N)CN1Cc1nc2c(s1)CCCC2
  .	-15	-6
- COc1ccccc1N1CCN(C(=O)c2csc(CSc3nnc(-c4cccnc4)n3-c3ccccc3F)n2)CC1
  11	-7	-6
- COc1ccc(N(Cc2ccccc2)S(=O)(=O)c2ccccc2)cc1
  7	-2	.
- CC(=O)N1CC(CO)C2(CCN(C(=O)C3CC=CC3)CC2)C1 (stereo unspecified)
  .	-9	-5
- COc1ccc(COC(=O)c2sccc2S(N)(=O)=O)cc1Br
  -2	-5	-14
- CS(=O)(=O)N1CCCCC1C(=O)Nc1cccc(F)c1C#N (stereo unspecified)
  -4&4	3&-2	.
- CNC(=O)[C@@]1(OCc2cccc(Cl)c2)CC(OCc2ccc(F)cc2)[C@H](O)[C@H](O)C1 (stereo partly specified)
  3	-2	-2
- O=C(Cn1cnc2c(nnn2-c2cccc(Cl)c2)c1=O)N1CCOCC1
  8	-3	.
- CCN(Cc1cccc(C(=O)Nc2c(C)cccc2C)c1)[C@H]1COC[C@@H]1O
  2	-2	-16
- Cc1cccc(Nc2cc(Nc3cccc(C(=O)N4CCN(CCO)CC4)c3)ncn2)c1
  9	-3	.
- Cc1ccc(NC(=O)C23CCC(C)(C(=O)O2)C3(C)C)nc1 (stereo unspecified)
  -3	-7	.
- COC(=O)c1cccc(N2C(=O)C3C4CC(C(Br)C4Br)C3C2=O)c1 (stereo unspecified)
  22	-7	-6
- COc1ccc(CNC(=O)C2Cc3ccccc3S2)cc1OC (stereo unspecified)
  -1	-4	.
- CC(=O)OCC(=O)[C@@]1(O)[C@H](C)CC2C3CCC4=CC(=O)C=C[C@]4(C)[C@@]3(F)[C@@H](O)C[C@@]21C (stereo partly specified)
  -5	-3	.
- CCCn1c(C)cc(-c2csc(NC(=O)C3CC3)n2)c1C
  5	-17	.
- O=C(NCc1ccc(F)cc1)C(=O)NCC(c1ccco1)N1CCN(c2ccccc2)CC1 (stereo unspecified)
  -4	2	.
- O=C(CCN(c1nc(-c2ccco2)nc2ccccc12)C1CC1)NCc1ccco1
  9	-4	-4

New compounds follow
Each structure is followed by: NPYLR7 agonist	hcGAS inh	mcGAS lum
- CCS(=O)(=O)N1CCC2(CCCN(Cc3cc(OC)ccc3F)C2)C1 (stereo unspecified)
  6	-1	.
- CC(CCCC(C)(C)O)n1ccnc1-c1ccncc1 (stereo unspecified)
  -1	-11	.
- c1ccc(C(CCn2cncn2)NC2CCCC2)cc1 (stereo unspecified)
  5	-4	.
- CCCN(C(=O)CN1C(=O)NC2(CCCc3ccccc32)C1=O)C1=CCCCC1 (stereo unspecified)
  1	-10	.
- Cc1nc(C)c(C(C)NC(=O)C2CCCN2c2nccs2)s1 (stereo unspecified)
  -22	-7	.
- Cc1ccc(C23CC4CC(CC(NC(=O)N5CCN(CCO)CC5)(C4)C2)C3)cc1
  .	-10	-5
- C=C(C)CN1C(=O)C(O)(C2SC(N)=NC2=O)c2ccccc21 (stereo unspecified)
  8	1	-6
- COC(=O)C1CCN(C(=O)C(c2ccc(Cl)cc2)C(C)C)CC1 (stereo unspecified)
  7	-7	.
- O=C(CCc1ccccc1)NNc1cc(N2CCCCC2)nc(N2CCCCC2)n1
  -12	-1	-3
- NC(=O)NN=C1CCS(=O)(=O)c2ccc(F)cc21
  7	-13	.
- CCOc1nn(CC)cc1C(=O)Nc1cc(C)on1
  -6	3	-1
- COc1ccc(-c2nc3ccc(C)cn3c2NC(=O)C(Cl)Cl)cc1
  -4	-6	-4
- CC(=O)N1CCN(C(=O)Cc2ccc(N(Cc3cccc(F)c3)C(=O)c3ccccc3C)cc2)CC1
  .	-5	-6
- Cc1ccc(C(=O)Nc2ccc(NC(=O)C(C)n3ccnc3C)cc2)o1 (stereo unspecified)
  -1	-6	-11
- O=C(Nc1ccc(S(=O)(=O)N2CCOCC2)cc1)c1cc(F)c(F)cc1Cl
  9	-6	-9

One compound at a time, from the list above:
COc1ccc(-c2nc3ccc(C)cn3c2NC(=O)C(Cl)Cl)cc1 as listed: NPYLR7 agonist = -4; hcGAS inh = -6; mcGAS lum = -4
NC(=O)NN=C1CCS(=O)(=O)c2ccc(F)cc21 as listed: NPYLR7 agonist = 7; hcGAS inh = -13; mcGAS lum = .
Cc1ccc(C(=O)Nc2ccc(NC(=O)C(C)n3ccnc3C)cc2)o1 (stereo unspecified) as listed: NPYLR7 agonist = -1; hcGAS inh = -6; mcGAS lum = -11

Following part:
Each structure is followed by: NPYLR7 agonist	hcGAS inh	mcGAS lum
- CCn1ncnc1C1CC(=O)Nc2cc(O)c(C)cc21 (stereo unspecified)
  2	-2	.
- O=C1c2cccnc2C(=O)N1c1ccc(N2C(=O)c3cccnc3C2=O)c(Cl)c1
  0	-10	.
- COC(=O)c1cc(NC(=O)C2CCCC2)cc(C(=O)OC)c1
  0	4	.
- CC(C)(C)c1csc(CNc2nc(CCN)nc3ccccc23)n1
  20	-4	-15
- COCCCNC(=O)c1cc(NC(=O)Nc2c(C(C)C)cccc2C(C)C)ccc1N1CCCCC1
  18	-1	-5
- O=C(NCc1ccccc1CN1CCCC1)NCC(O)c1cccc(F)c1 (stereo unspecified)
  12	-10	.
- CCCCc1ccc(C(=O)N(CC(=O)N(CCc2c[nH]c3ccccc23)Cc2ccc(F)cc2)C(C)C)cc1
  2	-13	-5
- CCCNC(=O)Cn1c(-c2nnc(C)o2)cc2ccccc21
  -9	2	-6
- NS(=O)(=O)c1ccc2[nH]c3c(c2c1)CCCC3
  12	-9	.
- Cc1ccccc1OCC(O)CN(Cc1ccco1)Cc1c(-c2ccccc2)nn(C)c1Oc1ccc(F)cc1 (stereo unspecified)
  -6	4	1
- CCOC(=O)C1CCCN(C(=O)c2csc(CN(C(=O)Nc3ccc(OC)cc3)C(C)C)n2)C1 (stereo unspecified)
  23	-8	-5
- N#Cc1cc2c(ccc3ccccc32)oc1=O
  6&3	-3&-2	-3
- CCOc1ccc2c(c1)c(=O)c(S(=O)(=O)c1ccc(OC)cc1)cn2Cc1ccc(C)cc1
  -5	-6	-6
- CCSc1nnc(NC(=O)CN2CCN(S(=O)(=O)CC)CC2)s1
  9	-5	.
- COc1ccc(C)cc1NC(=O)N1CCN(CCCOC(c2ccc(Cl)cc2)c2ccc(Cl)cc2)CC1
  -1	-3	-6
- CC(C)(C)c1nnc(NC(=O)N2CCCN(C(=O)c3ccoc3)CC2)s1
  1	-7	.
- COc1ccc(C)cc1S(=O)(=O)N1CCN(c2ccc(-c3ccccc3C)nn2)CC1
  .	-2	0
- Cc1ccc(Cl)cc1-n1c(SCc2ccc(F)cc2)nnc1C(Cc1ccccc1)NC(=O)COc1ccc(Cl)cc1 (stereo unspecified)
  7	-4	-5
- Cc1ccc(NC(=O)Cn2c3ccccc3c(=O)c3ccccc32)c(C)c1
  -3	-4	.
- COc1ccc(-c2cccc(-c3cccc(NC(=O)COC(C)=O)c3)n2)cc1
  -7	-4	-7
- CCOC(=O)C1(Cc2cccc(Cl)c2)CCCN(C(=O)c2cnsn2)C1 (stereo unspecified)
  -4	-3	-3
- CCCCn1c(N)c(N(CC)C(=O)NC2CCCCC2)c(=O)[nH]c1=O
  8	-3	.
- O=C(OCc1csc(C2CCCCC2)n1)c1ccc(NC2CC2)nc1
  1	-3	.
- CCN1CCN(c2nc(N3CCOCC3)nc(N)c2[N+](=O)[O-])CC1
  2	-2	.
- CCC1=NN(C(=O)Cc2ccc(OC)cc2)C(O)(C(F)(F)F)C1 (stereo unspecified)
  1	-5	-8
- CCc1nc2n(n1)C(=O)C(C(c1ccccc1F)N1CCCC1)S2 (stereo unspecified)
  -2	-9	-9
- CS(=O)(=O)c1ccc(CN2CCCC(Cc3nc4ccccc4[nH]3)C2)cc1 (stereo unspecified)
  0	-4	.
- O=C(NCCc1ccc(Cl)s1)Nc1ccccn1
  12	-5	-6
- COc1ccc(-c2nc3ccc(C)cn3c2NC(C)(C)CC(C)(C)C)cc1
  -4	-8	-7
- Cc1ccc(OCC2c3ccsc3CCN2C(=O)CN(C(=O)c2ccco2)C2CC2)c(C)c1 (stereo unspecified)
  -3	-7	-6
- COc1cccc(CN(C)C(=O)c2sc(=O)n(Cc3cc(Cl)ccc3OC)c2C)c1
  8	-10	.
- COCCN(CC1CCN(Cc2ccccc2OC)CC1)C(=O)c1ccccn1
  14	-7	.
- Cc1cc(C(=O)NNC(=O)c2cc(C3CC3)on2)c(C)o1
  2	-5	-14

Arranged by length of the SMILES (smallest number first): 3 of the compounds above
Each structure is followed by: NPYLR7 agonist	hcGAS inh	mcGAS lum
- CCN1CCN(c2nc(N3CCOCC3)nc(N)c2[N+](=O)[O-])CC1
  2	-2	.
- CC(C)(C)c1nnc(NC(=O)N2CCCN(C(=O)c3ccoc3)CC2)s1
  1	-7	.
- COc1cccc(CN(C)C(=O)c2sc(=O)n(Cc3cc(Cl)ccc3OC)c2C)c1
  8	-10	.

Screening data as filed in PubChem.
